Screens (PubChem BioAssay)
RGS4 pot: RGS4 potentiation or activation | HEK293 M3R/inducible RGS4, carbachol calcium flux Fluo4; hits give low values | B-score at 10 µM | hit rate 0.92% among 310,000;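 active means B-score of the integrated calcium signal more than 4 SD below the library mean, with starting fluorescence not abnormally high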;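 further: negative B-score means reduced calcium response which marks RGS4 activation or potentiation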
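System: HEK293 FlpIn-TREx cells, stable M3R, doxycycline-inducible RGS4. Timing: overnight RGS4 induction, 30 min dye load 37 °C, 20 min compound RT. Also added: carbachol, ECmax concentration. Measured by: Fluo4 fluorescence kinetic imaging of calcium. Evaluation: integrated calcium ratio converted to B score.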
KCNQ1 block: human KCNQ1 channel inhibition. P51787. CHO-K1 KCNQ1, FluxOR thallium flux fluorescence; hits give high values. B-score at 10 µM. hit rate 1.3% among 310,000. AID 2642;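 active means compounds whose thallium flux B-score, printed positive for inhibition, exceeds three library SD while starting fluorescence stays within three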;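 further: channel opened by potassium depolarization with thallium stimulus after 20 min compound exposure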
Target sequence (P51787 whole entry, looked up): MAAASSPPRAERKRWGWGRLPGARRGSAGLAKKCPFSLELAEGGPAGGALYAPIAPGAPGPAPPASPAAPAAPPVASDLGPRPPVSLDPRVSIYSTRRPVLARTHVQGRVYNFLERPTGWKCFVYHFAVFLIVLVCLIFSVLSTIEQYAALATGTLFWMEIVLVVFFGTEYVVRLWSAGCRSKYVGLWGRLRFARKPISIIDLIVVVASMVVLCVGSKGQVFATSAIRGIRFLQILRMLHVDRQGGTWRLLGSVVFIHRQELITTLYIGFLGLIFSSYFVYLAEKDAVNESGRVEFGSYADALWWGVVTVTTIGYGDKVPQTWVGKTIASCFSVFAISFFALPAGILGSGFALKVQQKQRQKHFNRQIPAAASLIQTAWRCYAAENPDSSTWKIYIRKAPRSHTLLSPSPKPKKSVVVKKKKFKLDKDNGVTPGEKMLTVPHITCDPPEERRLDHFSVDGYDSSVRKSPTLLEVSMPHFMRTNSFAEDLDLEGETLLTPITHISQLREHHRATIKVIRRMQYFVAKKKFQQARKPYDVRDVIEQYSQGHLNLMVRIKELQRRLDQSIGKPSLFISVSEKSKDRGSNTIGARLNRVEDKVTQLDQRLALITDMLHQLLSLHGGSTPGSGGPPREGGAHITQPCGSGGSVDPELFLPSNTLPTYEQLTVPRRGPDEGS
MrgX1 allo act: human MrgX1 positive allosteric modulation, primary screen; MrgX1-HEK293, Fluo-4 calcium flux, FDSS; hits give high values; B-score at 10 µM; hit rate 0.63% among 310,000; AID 588675;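 active means plate-corrected calcium response at least 3 library SD above typical, normal starting fluorescence, not activating the receptor alone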;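 further: compound read alongside a low EC10 to EC30 dose of BAM8-22 agonist; peak minus trough fluorescence over baseline measured at the second addition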
RGS4 inh: human RGS4 inhibition; P49798; HEK293 M3R/RGS4 inducible, Fluo-4 calcium flux; hits give high values; triggered by carbachol at its EC20; B-score at 10 µM; hit rate 0.45% among 310,000;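 active means B-score, a plate-corrected calcium signal, over three deviations above library mean, with baseline fluorescence within five deviations of library mean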;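 further: RGS4 expression induced by doxycycline in cells with stable M3 receptor; B-score is computed from the integrated fluorescence ratio over baseline after carbachol; higher B-score means a larger calcium signal and so more RGS4 inhibition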
MrgX1 agonist: human MrgX1 receptor agonism, primary screen; hit rate 0.44% among 310,000; B-score at 10 µM; MrgX1-HEK293 cells, Fluo-4 calcium fluorescence, agonist mode; hits give high values;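 active means calcium response B-score plate-corrected fluorescence ratio at least 3 library SD, with starting fluorescence B-score inside 5 SD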
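Material: MrgX1-expressing HEK293 cells / Dosing: compound as first of three additions / Incubation: overnight seeding, then 1 h dark dye loading / Signal: Fluo-4 NW calcium fluorescence / Evaluation: B-scored fluorescence response ratio / Benchmarks: positive and negative control wells on each plate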
TMEM16A inh: inhibitors of mouse TMEM16A calcium-activated chloride channel | AID 588511 | Q8BHY3 | normalized B-score (activity score, 25-100; higher = stronger inhibition) at 10 µM | hit rate 1.2% among 310,000 | HEK293 TMEM16A/YFP iodide influx fluorescence, ionomycin;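 active means ratio plate-corrected score three or more library SD toward inhibition, starting fluorescence score within five deviations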;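 further: score derived from kinetic fluorescence span divided by baseline fluorescence per well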
KCNK9 block: inhibitors of human KCNK9 two-pore domain potassium channel; Q9NPC2; HEK293 KCNK9, FluxOR thallium flux fluorescence; hits give low values; B-score at 10 µM; hit rate 1.2% among 310,000; AID 488922;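 active means ratio B-score over 3 SD below the library mean, with starting fluorescence within 5 SD of its mean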;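 further: negative B-score means less thallium flux so channel inhibition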
Target sequence (Q9NPC2 whole entry, looked up, the tested form may be a part): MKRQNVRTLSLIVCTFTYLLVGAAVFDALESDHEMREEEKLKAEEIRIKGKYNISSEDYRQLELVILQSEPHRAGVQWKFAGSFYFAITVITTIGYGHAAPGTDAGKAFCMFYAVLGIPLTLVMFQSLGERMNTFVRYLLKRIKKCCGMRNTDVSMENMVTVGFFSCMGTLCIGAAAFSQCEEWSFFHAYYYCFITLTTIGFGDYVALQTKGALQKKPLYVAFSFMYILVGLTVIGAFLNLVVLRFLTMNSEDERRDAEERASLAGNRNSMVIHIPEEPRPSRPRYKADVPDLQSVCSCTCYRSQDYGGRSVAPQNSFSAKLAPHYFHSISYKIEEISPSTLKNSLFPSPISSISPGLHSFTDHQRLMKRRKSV
ANO1 activ: activators or potentiators of mouse TMEM16A chloride channel; B-score at 10 µM; hit rate 0.3% among 340,000; AID 623877; HEK293 TMEM16A/YFP-H148Q/I152L, iodide quench fluorescence; hits give low values;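 active means fluorescence-ratio B-score plate-corrected deviation score at least 3 library SD below zero, with starting fluorescence score within 5 deviations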;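 further: channel opened by trigger with iodide after compound preincubation; score built on the fluorescence ratio of max minus min over baseline; more negative score means more quench and so TMEM16A activation or potentiation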
hERG protect: shields human hERG channel from block by proarrhythmic agents; Q12809; CHO-hERG, FluxOR thallium flux, dofetilide IC70 present; activation (rescue from dofetilide block), less the hit threshold, % at 10 µM; hit rate 0.51% among 310,000; AID 1511;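 active means activation above the mean of controls blocked by dofetilide plus 5 SD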;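 further: thallium influx through hERG after potassium depolarization seen as dye fluorescence rise; in these data hits start at about 4.7%; inactives centre near -7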
KCNK3 block: human KCNK3 channel inhibition, primary screen; O14649; CHO-KCNK3 thallium flux, FluxOR fluorescence; hits give low values; B-score at 10 µM; hit rate 0.84% among 340,000;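 active means B-score under library mean minus 4 SD, starting fluorescence ratio at most library mean plus 5 SD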;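 further: more negative B-score means stronger inhibition of thallium flux through KCNK3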
KCNQ1 act: potentiators or activators of human KCNQ1 potassium channel; P51787; CHO-K1 KCNQ1, thallium flux FluxOR fluorescence; hits give high values; B-score at 10 µM; hit rate 0.35% among 310,000;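 active means fluorescence ratio B-score, a plate-corrected score, at least three library SD, with initial intensity B-score within 5 SD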
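Medium – assay buffer, equal DMSO in all wells · Material – CHO-K1 cell line with stable KCNQ1 potassium channel expression · Signal – kinetic FluxOR thallium fluorescence, 10-s 1-Hz baseline, 110-s post-stimulus read · Compound – single concentration per compound, DMSO matched to controls · Schedule – 37 °C overnight plating, 90-min dark dye load, 20-min compound pretreatment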
Numbers without * were called inactive; i = inactive; / = not tested or not shown.

Sequence of screens: RGS4 pot | KCNQ1 block | MrgX1 allo act | RGS4 inh | MrgX1 agonist | TMEM16A inh | KCNK9 block | ANO1 activ | hERG protect | KCNK3 block | KCNQ1 act
- CCOC(=O)c1csc(NC(=O)c2ccccc2)n1
→ i | i | i | i | i | i | i | i | -11.5 | i | i
- Cc1ccc(CSCC2Nc3ccc(C(=O)N4CCN(c5cccc(C)c5)C(C)C4)cc3NC2=O)cc1 (centres undefined)
→ i | i | i | i | i | i | i | / | -7.8 | / | i
- CCn1c(COc2ccccc2)nnc1SCC(=O)c1cccc([N+](=O)[O-])c1
→ i | i | i | i | i | i | i | i | -11.1 | i | i
- O=C(O)/C=C/C(=O)N(Cc1ccc2c(c1)OCO2)C1CC(=O)N(CCc2ccccc2)C1=O (centres undefined)
→ i | i | i | i | i | i | i | i | -3.5 | i | i
- O=C1/C(=C/c2ccc(F)cc2)SC(=S)N1Nc1ncc(C(F)(F)F)cc1Cl
→ -10.1* | i | i | i | i | i | i | i | -2.0 | i | i
- CCCCCCC1CC(CCc2nc(=S)[nH][nH]2)C(=O)O1 (centres undefined)
→ i | i | i | i | i | i | i | i | -4.9 | i | i
- COC(=O)c1ccccc1S(=O)(=O)NC(=O)c1ccccc1
→ i | i | i | i | i | i | i | i | -5.7 | i | i
- CCOc1ccc(-c2cc(NC(=O)c3c(F)cccc3F)c(C(=O)O)s2)cc1
→ i | i | i | i | i | i | i | / | -10.6 | i | i
- C/C(=N\NC(=O)C1CC1)c1ccccc1O
→ i | i | i | i | i | i | i | i | -13.0 | i | i
- COc1cccc(-c2cc(C(=O)Nc3cccnc3Cl)no2)c1
→ i | i | i | i | i | i | i | i | -4.8 | i | i
- CSc1sc(-c2n[nH]c(=S)n2C)c2c1C=CCC2
→ i | i | i | i | i | i | i | i | -7.2 | i | i
- COc1ccc(N2C(=O)CC(N3CCC(c4nc5ccccc5[nH]4)CC3)C2=O)cc1 (centres undefined)
→ i | i | i | i | i | i | i | i | -9.0 | i | i
- Cc1oc2c(C)c3oc(=O)c(CCC(=O)NCCCN4CCCC4=O)c(C)c3cc2c1C
→ i | i | i | i | i | i | i | i | -7.0 | i | i
- Cc1ccc(NC(=O)c2cccc(OCc3c(C)noc3C)c2)cc1S(=O)(=O)Nc1ccccc1Cl
→ i | i | i | i | i | i | i | i | -5.8 | i | i
- O=C(NC(Cc1ccccc1)C(=O)O)/C(=C/c1cccc([N+](=O)[O-])c1)NC(=O)c1cccc(Br)c1 (centres undefined)
→ i | i | i | i | i | i | i | i | -8.1 | i | i
- CNC(=S)N1CCN(c2cccc(OC)c2)CC1
→ i | i | i | i | i | i | i | i | -10.0 | i | i
- CCN(CC)S(=O)(=O)c1ccc(N2CCCC2)c(NS(=O)(=O)c2cccs2)c1
→ i | i | i | i | i | i | i | i | -21.8 | i | i
- CCc1nnc(NS(=O)(=O)c2ccc(N=Cc3c(C)[nH]n(-c4ccc(C)c(C)c4)c3=O)cc2)s1
→ i | i | i | i | i | i | i | i | -12.5 | i | i
- COc1ccc(C)cc1NC(=O)CSc1ccc(-c2cccnc2)nn1
→ i | i | i | i | i | i | i | i | -2.3 | i | i
- CCCn1c(N)c(Sc2ccccc2[N+](=O)[O-])c(=O)n(CCC)c1=O
→ i | i | i | i | i | i | i | i | -13.5 | i | i
- N#CCC(=O)Nc1ccc(C(=O)OCC(=O)Nc2ccccc2Sc2ccccc2)cc1
→ i | 6* | i | i | i | i | -9.05* | i | -5.3 | i | i
- CC(NC(=O)Cc1ccc(S(=O)(=O)N2CCOCC2)s1)c1ccc(Cl)c(Cl)c1 (centres undefined)
→ i | i | i | i | i | i | i | i | -16.0 | i | i
- CC(NC(=O)c1ccc(C#N)cc1)C1CC2CCC1C2 (centres undefined)
→ i | i | i | i | i | i | i | i | -2.5 | i | i
- C(#Cc1ccccc1)Cn1nnc2ccccc21
→ i | i | i | i | i | i | i | i | -3.5 | i | i
- Cc1ccc(/C=C/C(=O)O)cc1S(=O)(=O)N(C)CCO
→ i | i | i | i | i | i | i | i | -10.4 | i | i
- COc1ccc(Cc2nc3c4c(ncn3n2)Oc2c(ccc3ccccc23)C4c2ccc(OC)c(OC)c2)cc1 (centres undefined)
→ i | i | i | i | i | i | i | i | -11.1 | i | i
- CCCCN(C)Cc1c(C)[nH]c2ccc(Cl)cc2c1=O
→ i | i | i | i | i | i | i | i | -8.3 | i | i
- C/C(=N\OCc1nc2ccccc2c(=O)n1/N=C/c1cc(C)cc([N+](=O)[O-])c1O)c1ccccc1
→ i | 9* | i | i | i | i | i | i | -16.2 | i | i
- Cc1ccc(-c2c[n+](CC(=O)Nc3nc(-c4ccccc4)cs3)c3n2CCC3)cc1
→ i | i | i | i | i | i | i | i | -15.2 | i | i
- COc1ccc(NC(=O)C2=CC(c3ccc(OC)cc3)=NS(=O)(=O)N2C)cc1
→ i | i | i | i | i | i | i | i | -7.0 | i | i
- Cc1cc(NC(=O)CSc2nc3ccccc3c(=O)n2C2CCCC2)no1
→ i | i | i | i | i | i | i | i | -5.9 | i | i
- Cn1c(Cn2c(=O)sc3ccccc32)nnc1SCC(=O)NCCc1ccccc1
→ i | i | i | i | i | i | i | i | -8.1 | i | i
- O=C(O)CSC(C(=O)Nc1ccc(Br)cc1)c1ccccc1 (centres undefined)
→ i | i | i | i | i | i | i | i | -9.1 | i | i
- COC(=O)c1cn(C(=O)c2ccc(C)cc2C)c2ccccc12
→ i | i | i | i | i | i | i | i | -12.2 | i | i
- CCCCCC(=O)Nc1ccc(N2CCOCC2)c(S(=O)(=O)Nc2ccc(OC)cc2)c1
→ i | i | i | i | i | i | i | i | -10.9 | i | i
- Cc1ccc(NS(=O)(=O)c2ccc(NC(=O)c3ccccc3C(=O)O)cc2)c(C)c1
→ i | i | i | i | i | i | i | i | -2.9 | i | i
- Cc1ccccc1NC(=O)CSc1nnc(C)c(=O)[nH]1
→ i | i | i | i | i | i | i | i | -2.0 | i | i
- COc1ccc(/C=C2\Sc3ccc(C(=O)N4CCOCC4)cc3N(C)C2=O)cc1
→ i | i | i | i | i | i | i | i | -7.8 | i | i
- Cc1cc(NC(=O)c2cc(-c3cccs3)on2)nn1Cc1ccc(Cl)cc1
→ i | i | i | i | i | i | i | i | -6.4 | i | i
- CC1=NNC(=O)C1C(c1ccc(Cl)cc1)C(C#N)C#N (centres undefined)
→ i | i | i | i | i | i | i | i | -10.6 | i | i
- COc1ccc(-c2cc(=O)oc3c(C)c(OC(=O)c4cccs4)ccc23)cc1
→ i | i | i | i | i | i | i | i | -8.4 | i | i
- CCOC(=O)N/N=C/c1ccc(N(CC)CC)cc1O
→ i | i | i | i | i | i | i | i | -3.2 | i | i
- O=C(COc1ccc(/C=N/NC(=O)c2ccc(O)cc2)cc1)Nc1cccc([N+](=O)[O-])c1
→ i | i | i | i | i | i | i | i | -15.6 | i | i
- COc1ccc2cc(CN(CC3CCCO3)S(=O)(=O)c3ccccc3Cl)c(=O)[nH]c2c1 (centres undefined)
→ i | i | i | i | i | i | i | i | -6.7 | i | i
- C=C1CCN(C(Cc2ccccc2)C(=O)OC)S(=O)(=O)c2ccc(F)cc21 (centres undefined)
→ i | i | i | i | i | i | i | i | -15.9 | i | i
- CCN1CCN(S(=O)(=O)c2c[nH]c(C(=O)OC)c2)CC1
→ i | i | i | i | i | i | i | i | -11.6 | i | i
- CCN(CC1CCCN(CCc2cccc(OC)c2)C1)C(=O)c1ccoc1 (centres undefined)
→ i | i | i | i | i | i | i | i | -10.7 | i | i
- COc1ccccc1NC(=O)c1ccc(Cl)c(S(=O)(=O)N2CCCCC2)c1
→ i | i | i | i | i | i | i | i | -13.7 | i | i
- Cc1cccc(Cn2c(SCCO)nc3c2c(=O)n(C)c(=O)n3C)c1
→ i | i | i | i | i | i | i | i | -8.3 | i | i
- O=C(c1ccc(O)cc1)c1ccc(O)cc1O
→ i | i | i | i | i | i | i | i | -16.2 | i | i

Additional results follow.
Sequence of screens: RGS4 pot | KCNQ1 block | MrgX1 allo act | RGS4 inh | MrgX1 agonist | TMEM16A inh | KCNK9 block | ANO1 activ | hERG protect | KCNK3 block | KCNQ1 act
- Cc1ccc(S(=O)(=O)N2CCN(C(=O)c3ccccn3)CC2)c(C)c1
→ i | i | i | i | i | i | i | i | -15.4 | i | i
- COc1ccccc1-c1noc2ncnc(Nc3ccccc3C)c12
→ i | i | i | i | i | i | i | i | -4.5 | i | i
- CSc1cccc(NC(=S)Nc2ccc(F)cc2)c1
→ i | i | i | i | i | i | i | i | -7.9 | i | i
- COc1cccc(-n2cnc3sc(C)cc3c2=O)c1
→ i | i | i | i | i | i | i | i | -8.9 | i | i
- Cc1cc(OCC(=O)Nc2cc(S(=O)(=O)N3CCOCC3)ccc2N2CCCC2)ccc1C(C)C
→ i | i | i | i | i | i | i | i | -3.7 | i | i
- COc1ccc(O)c(-c2cc(C(F)(F)C(F)F)nc(-c3ccccc3)n2)c1
→ i | i | i | i | i | i | i | i | -2.2 | i | i
- CCC(C)(C)c1ccc(Oc2ccc(N)cc2)cc1
→ i | i | / | i | / | / | i | i | -21.6 | i | i
- Cc1csc(C(=O)O)c1-n1cccc1
→ i | i | i | i | i | i | i | i | -15.9 | i | i
- COc1ccc(-c2cc(C(=O)Nc3c(C)nn(Cc4ccccc4Cl)c3C)no2)cc1OC
→ / | / | i | / | i | i | / | i | / | i | /
- CCOC(=O)C1=C(O)C(=O)NC(c2ccccc2)=C(OC2CCCCC2)C1
→ i | i | i | i | i | i | i | i | -10.0 | i | i
- Cn1c(N)c(C(=O)COC(=O)c2ccc([N+](=O)[O-])o2)c(=O)n(C)c1=O
→ i | i | i | i | i | i | i | i | -4.4 | i | i
- NC(=O)C1CCCN(C(=S)Nc2cccc3ccccc23)C1 (centres undefined)
→ i | i | i | i | i | i | i | i | -7.0 | i | i
- COc1cc(CCCN2C(=S)NC[C@@H]2c2ccccc2)cc(OC)c1OC
→ i | i | i | i | i | i | i | i | -3.2 | i | i
- O=C(c1ccc(Cl)cc1)N1CCN(C(=O)c2ccco2)CC1
→ i | i | i | i | i | i | i | i | -8.6 | i | i
- Cc1onc(-c2ccccc2Cl)c1C(=O)Nc1ccccc1C(N)=O
→ i | i | i | i | i | i | i | i | -3.4 | i | i
